RUNX1 CBFb-SMMHC = Runt domain/CBFb-SMMHC interaction disruptors – biochemical, TR-FRET (AID 1438); TR-FRET Runt domain–CBFb-SMMHC binding, biochemical; higher % means a stronger effect; one-dose inhibition, % at 20 µM; IC50 in µM for titrated hits; 2,200 tested, 2% active; in the data active means inhibition from about 52%, or a potency from the dose series; inactive means the rest, 99 in 100 with inhibition below about 48%
The depositor's hits bear a star.

SMILES | RUNX1 CBFb-SMMHC
Cc1ccc(C)n1-c1nc(=S)[nH][nH]1 | 14%
CCOC(=O)CCc1c(C)c2ccc(O)cc2oc1=O | 11%
COC(=O)c1c(N)n(CCCN2CCOCC2)c2nc3ccccc3nc12 | 26%
Cc1cc2cc(C#N)c(NCCNC(=S)NCCCN3CCOCC3)nc2cc1C | 35%
Fc1ccc(N2N=C(c3cccs3)CC2c2ccccc2)cc1 (stereo not given) | -6%
Nc1ccc(-c2nc3ccc(C(=O)O)cc3s2)cc1 | -14%
CCC(C)NC(=O)c1c(N)n(CC2CCCO2)c2nc3ccccc3nc12 (stereo not given) | 38%
COc1ccccc1CCn1c(N)c(C#N)c2nc3ccccc3nc21 | 41%
N#Cc1cc2c(ccc3ccccc32)oc1=O | -15%
Cc1cc(C)nc(SCc2csc(N)n2)n1 | 32%
O=c1[nH]c(=O)c2ncc(-c3ccc(Cl)cc3)nc2[nH]1 | -1%
CCn1c(O)c(/C=N/NC(=O)c2ccncc2)c(=O)[nH]c1=S | -11%
Nc1c(C(=O)NCCN2CCOCC2)c2nc3ccccc3nc2n1-c1ccccc1 | 36%
Cc1ccc(/C=C/C(=O)N2CC(C)CC(C)C2)o1 (stereo not given) | 0%
COc1cc(C(=S)N2CCCC2)ccc1O | 2%
Cc1ccc(S(=O)(=O)C(C#N)c2nc3ccccc3nc2N2CCN(C)CC2)cc1 (stereo not given) | 26%
COc1cccc(C2C3CN(C)CC=C3C(C#N)=C(N)C2(C#N)C#N)c1OC (stereo not given) | -18%
CN1C(=O)/C(=C/C=C2\SCCN2C)OC1=S | 6%
O=C(NC1CCCCCC1)c1ccc[nH]c1=S | -33%
N#CC(C(=O)NC1CC1)c1nc2ccccc2nc1N1CCN(C/C=C/c2ccccc2)CC1 (stereo not given) | 21%
O=c1c2ccccc2sn1-c1ccccc1 | 14%
COC(=O)Cc1cc(=O)oc2c(C)c(O)ccc12 | 23%
N#Cc1c(NCCN)nc(NCc2ccccc2)c2c1CCN(Cc1ccccc1)C2 | 48µM*
Cc1cc(-n2c(=O)c(C#N)cc3c(=O)n4cccc(C)c4nc32)no1 | 16%
Cc1csc2c(=O)sc(NC(=O)c3cccs3)nc12 | -10%
CCN(CC)c1ccc2cc(C(=O)NNC(=O)c3ccc(S(=O)(=O)N4CCCCC4)cc3)c(=O)oc2c1 | -6%
COC(=O)c1[nH]c2ccccc2c1NC(=O)CN1CCN(C(=O)c2ccco2)CC1 | 8%
CCC(=O)Nc1nc2n(n1)C(c1ccc(OC)cc1)C=C(c1ccccc1)N2 (stereo not given) | 37%
CCCn1c(=N)c(C(=O)NCc2ccc3c(c2)OCO3)cc2c(=O)n3cccc(C)c3nc21 | -6%
C=CCOc1ccc(C2OC34CCCCC3C(C#N)(C#N)C2(C#N)C(=N)O4)cc1 (stereo not given) | 16%
O=C(O)C(=O)/C(=C\c1cccc2ccccc12)c1ccc2ccccc2n1 | 31%
Cc1cc(C)c2nc3nc(C)cc(C)c3c(N)c2c1 | 23%
CCCCn1c(=NC(=O)c2cccnc2)c(C#N)cc2c(=O)n3cccc(C)c3nc21 | 39%
COC(=O)c1cc(C)nc(Sc2ccccc2N)n1 | -11%
COc1cc2ccccc2nn1 | -11%
COCC(C)OC(=O)c1c(N)n(CC(C)C)c2nc3ccccc3nc12 (stereo not given) | 31%
Cc1c(O)ccc2c(CN3CCN(C/C=C/c4ccccc4)CC3)cc(=O)oc12 | 1%
COc1ccc(N2C(=O)CS(=O)C(c3ccccc3)C2=O)cc1 (stereo not given) | -3%
O=C1CCCC2=C1C(c1cccs1)n1nc(SCc3ccccc3F)nc1N2 (stereo not given) | 26%
CCN(CC)c1ccc(/C=c2\sc3nc4ccccc4n3c2=O)c(O)c1 | -20%
CC(C)C1OC2(C)OC(=N)C1(C#N)C(C#N)(C#N)C2c1ccccc1 (stereo not given) | 45%
CCc1cc2c(C)cc(=O)oc2cc1OC(=O)C1CCCN1C(=O)OC(C)(C)C (stereo not given) | 43%
CCCc1cc(N2CCN(C(=O)c3ccco3)CC2)n2c(nc3ccccc32)c1C#N | 47%
Cc1ccc(S(=O)(=O)c2cc3c(=O)n4cccc(C)c4nc3n(Cc3ccco3)c2=N)cc1C | 48%
CCCCOC(=O)C(C#N)c1nc2ccccc2nc1N1CCN(Cc2ccc3c(c2)OCO3)CC1 (stereo not given) | 24%
COc1cc(C(=O)NCCCNc2nc3cc(C)cc(C)c3cc2C#N)cc(OC)c1OC | -5%
Cc1cc(N2C(=O)C=CC2=O)c([N+](=O)[O-])cc1C | 53%*
CCn1ncc(N(C)N)c(Cl)c1=O | -9%
COCCn1c(N)c(C(=O)OCc2ccccc2)c2nc3ccccc3nc21 | 37%
COCCN1C=C(C(=O)OC)C(c2ccc(Cl)cc2)C(C(=O)OC)=C1 | -1%

(cont.)
SMILES | RUNX1 CBFb-SMMHC
O=c1[nH]c(C(Cl)Cl)nc2sc3c(c12)CCN(Cc1ccccc1)C3 | 13µM*
CCN1C=C(C(=O)OC)C(c2cccc(OC)c2OC)C(C(=O)OC)=C1 | -23%
NC(=O)c1cc2ccc(O)cc2oc1=NCc1ccccc1 | -7%
COc1ccc(C2CC(c3cccs3)=NN2c2ccc(F)cc2)cc1OC (stereo not given) | -5%
CCOC(=O)c1cc2c(ccc3ccccc32)oc1=O | 0%
C=CCn1c(N)c(C(=O)OCCC)c2nc3ccccc3nc21 | 16%
COc1ccc(N2C3=C(CC4=C2CCCC4=O)C(=O)CCC3)cc1 | 18µM*
COc1c(O)ccc2c1CN1CCc3cc4c(cc3C1C2)OCO4 (stereo not given) | -10%
Cc1cc(-c2nc3cccnc3s2)ccc1NS(=O)(=O)c1ccc2c(c1)OCCO2 | 28%
CCN(CC)c1ccc2c(c1)oc(=O)c1c(Cl)cc(=O)oc12 | -116%
CCCNC(=O)c1c(N)n(-c2ccc(S(N)(=O)=O)cc2)c2nc3ccccc3nc12 | 39%
Oc1c(Cl)cc(Cl)cc1/C=N/NC(=S)NC1CC2C=CC1C2 (stereo not given) | -4%
C/C(=N/NC(=O)c1ccncc1)c1cc2ccc(O)cc2oc1=O | -17%
COCc1cc(=O)n2c([nH]c3ccccc32)c1C#N | 38%
Cc1ccc(C(=O)c2sc3nc4c(cc3c2N)CCC4)cc1 | 14%
O=C(NCc1ccco1)c1cnn2c(C(F)(F)F)cc(-c3cccs3)nc12 | 39%
Clc1ccc(/C=C\c2nccc3c2[nH]c2ccccc23)cc1 | -9%
O=c1cc(CN2CCN(Cc3ccccc3)CC2)c2cc3c(cc2o1)CCC3 | -10%
Nn1cnnc1N/N=C\c1ccc(-c2ccccc2[N+](=O)[O-])o1 | 0%
C=CCn1c(=N)c(C(=O)NCCCOC)cc2c(=O)n3cccc(C)c3nc21 | 3%
Nc1c(C(=O)NCCN2CCOCC2)c2nc3ccccc3nc2n1CCc1ccccc1F | 42%
CC(=O)N1CC[n+]2c(-c3ccc(Cl)cc3)csc21 | 30%
Nc1c(C(=O)NCc2ccco2)c2nc3ccccc3nc2n1CCc1ccccc1 | 43%
Cn1c(C(=O)NCCC2=CCCCC2)cc2c(=O)n3ccccc3nc21 | 34%
COc1ccc(Br)cc1C1NC(=O)c2c(sc3c2CCN(C)C3)N1 (stereo not given) | 15%
OCCCc1nc2ccccc2n1CCc1ccccc1 | -2%
CCCn1nc(C(=O)Oc2ccc3c(C)cc(=O)oc3c2)c2ccccc2c1=O | 10%
CCOC(=O)C1=C(C)NC2=C(C(=O)C(C(=O)OCC)C(c3ccc(OC)cc3)C2)C1c1ccccn1 (stereo not given) | 22%
CCOc1cc(C2C(C(=O)OC)=CN(C3CCCC3)C=C2C(=O)OC)cc(Br)c1O | -111%
CCOC(=O)c1c(N)n(Cc2ccccc2)c2nc3ccccc3nc12 | 31%
COc1ccc(N=Cc2c(O)n(-c3ccc(C)cc3)c(=O)[nH]c2=O)cc1 | -7%
N#CC(C(=O)NCc1ccccc1)c1nc2ccccc2nc1N1CCCC1 (stereo not given) | 26%
OCC(Cc1ccccc1)Nc1c2ccccc2nc2ccccc12 (stereo not given) | 10%
Cc1ccc(N2C(=O)CS(=O)C(c3ccccc3)C2=O)cc1C (stereo not given) | 1%
COc1ccc(NC(=O)c2cc3c(=O)n4ccccc4nc3n2C)c(OC)c1 | -21%
Cc1ccc(/C=C2/SC(=O)NC2=S)o1 | -8%
CN1C=CC2=C(C#N)C(N)C(C#N)(C#N)C(c3ccccc3)C2C1 (stereo not given) | 18%
Cc1ccc(S(=O)(=O)c2cc3c(=O)n4ccccc4nc3n(C)c2=N)cc1 | 50%
Cc1cccc(-n2c(=O)c(C#N)cc3c(=O)n4ccccc4nc32)c1 | 20%
N#Cc1c2ccc(OCC(N)=O)cc2n2ccccc12 | -10%
CN(C)Cc1cc(O)c(CN(C)C)cc1O | -7%
CCCCN(CC)Cc1c(O)ccc2c3c(c(=O)oc12)CCC3 | -6%
COc1ccc(C2=CC(c3ccco3)n3ncnc3N2)cc1 (stereo not given) | -7%
COC(=O)C1=CN(C)C=C(C(=O)OC)C1c1ccsc1 | 47%
CCOCCCn1c(=NC(=O)c2cccs2)c(C#N)cc2c(=O)n3ccccc3nc21 | -4%
CCCCCn1c(NC(=O)c2ccco2)c(S(=O)(=O)c2ccc(C)cc2)c2nc3ccccc3nc21 | 45%
CC(=O)c1c(N2CCN(CCO)CC2)nc(=S)n(-c2ccccc2)c1C | 8%
CCOc1ccccc1C1C(C#N)=C(N)Oc2cc(N)ccc21 (stereo not given) | 12%
Nc1c(Cl)ncnc1N/N=C/c1ccccn1 | 7%
O=c1c2ccccc2[nH]c2ccc(F)cc12 | -13%

Further structures follow.
SMILES | RUNX1 CBFb-SMMHC
O=C(Nc1ccc2nc(-c3cccnc3)[nH]c2c1)c1ccccc1F | 1%
N#Cc1c(N)sc2c1CCN(CCc1ccccc1)C2 | 18%
CSc1nsc2nc(=O)c(/C=C3\C=Nc4ccccc43)c(N)n12 | -15%
Clc1cc(CSc2ccccc2)nc(-c2ccccc2)n1 | -13%
CC1=C(C(=O)OC(C)C)C(c2cccnc2)C2=C(CC(C)(C)CC2=O)N1 (stereo not given) | 48%
Cc1ccnc(-n2sc3ccccc3c2=O)n1 | 23%
Cc1cc(C)c2c(=O)n(CC(=O)N3CCC(Cc4ccccc4)CC3)sc2n1 | 11%
Cc1ccc2c(n1)sc1c(-c3ccccc3)c(C#N)c(N)nc12 | 34%
Cc1ccc2nc(NCCCO)nc(-c3ccccc3)c2c1 | 46%
CCc1cc2c(=O)nc3n(c2s1)Cc1ccccc1/C3=C(/O)c1cccc([N+](=O)[O-])c1 | 35%

Filtered by structure, those above with a nitro group on carbon
SMILES | RUNX1 CBFb-SMMHC
Cc1cc(N2C(=O)C=CC2=O)c([N+](=O)[O-])cc1C | 53%*
Nn1cnnc1N/N=C\c1ccc(-c2ccccc2[N+](=O)[O-])o1 | 0%
CCc1cc2c(=O)nc3n(c2s1)Cc1ccccc1/C3=C(/O)c1cccc([N+](=O)[O-])c1 | 35%

2 of the compounds above, with each value named:
SMILES: CCCn1nc(C(=O)Oc2ccc3c(C)cc(=O)oc3c2)c2ccccc2c1=O
  RUNX1 CBFb-SMMHC: 10%

SMILES: CCOC(=O)C1=C(C)NC2=C(C(=O)C(C(=O)OCC)C(c3ccc(OC)cc3)C2)C1c1ccccn1 (stereo not given)
  RUNX1 CBFb-SMMHC: 22%

More structures follow:
SMILES | RUNX1 CBFb-SMMHC
COc1ccc(OC)c(C2C3CN(C(C)C)CC=C3C(C#N)=C(N)C2(C#N)C#N)c1 (stereo not given) | -8%
CCN(CC)Cc1c(O)c(Cl)cc2c3c(c(=O)oc12)CCCC3 | 2%
Cc1cc(C)c2c(N)c(C(=O)c3cccc(Cl)c3)sc2n1 | -6%
N#Cc1c(-c2cccnc2)c2c([nH]c1=O)-c1ccccc1OC2 | -14%
Cc1ccc(S(=O)(=O)CCC(=O)N2CCc3ccccc32)cc1 | -1%
COCCCNC(=O)c1cc2c(=O)n3cccc(C)c3nc2n(C(C)C)c1=N | 1%
CCNc1nc2nc3ccc(C)cn3c(=O)c2cc1C(=O)NCC1CCCO1 (stereo not given) | -13%
COc1cc(C2CC(c3cccnc3)=NN2c2ccc(F)cc2)cc(OC)c1OC (stereo not given) | -10%
COc1ccc2nccc(/C=C/c3ccnc4ccc(OC)cc34)c2c1 | -12%
CCCn1c(=NC(=O)c2ccc3c(c2)OCO3)c(C#N)cc2c(=O)n3cccc(C)c3nc21 | 16%
COc1ccc(OC)c(C2CC(=O)N3CN(c4ccccc4)CSC3=C2C#N)c1 (stereo not given) | 19%
CCCCCCc1cc2cc(C(N)=O)c(=N)oc2cc1O | 42%
C=CCn1c(NC(=O)c2ccccc2Cl)c(C#N)c2nc3ccccc3nc21 | 6%
Cc1cccc(N2CCc3c2nc2ccc(Br)cc2c3N)c1 | -17%
O=C(Nc1ccc2nc(-c3cccs3)c(-c3cccs3)nc2c1)N1CCOCC1 | 35%
COc1ccc2c(c1)O/C(=C\c1ccco1)C2=O | -4%
COc1ccc(/C=C2/C(=O)ON=C2c2ccccc2)cc1OC | -4%
Cn1c(=O)nc2n(Cc3ccccc3)c3ccccc3cc-2c1=O | 36%
CCNC(=O)C1=C(O)c2sccc2N(C)S1(=O)=O | -8%
Cc1cc(NS(=O)(=O)c2ccc(NC(=O)c3cc4c(=O)n5ccccc5nc4s3)cc2)nc(C)n1 | 10%
CC(=O)Nc1c(S(=O)(=O)c2ccccc2)c2nc3ccccc3nc2n1Cc1ccccc1 | -1%
COc1ccccc1[C@@H]1C(c2cccc(Cl)c2)=NN(c2ccc(Br)cc2)[C@H]1C(=O)N1CCOC1=O | 2%
COc1cccc(N=c2oc3cc(O)ccc3cc2C(=O)NCC2CCCO2)c1 (stereo not given) | -13%
CCOC(=O)CNS(=O)(=O)c1ccc2c3c(cccc13)C(=O)N2CC | 22%
CCCCC1OC23CCCCC2C(C#N)(C#N)C1(C#N)C(=N)O3 (stereo not given) | 27%

A portion of the library; count on the stated rates, not on these rows.
